Bioassay records (PubChem BioAssay)
mIAP block = inhibitors of mouse IAP, primary screen, biochemical, luminescence, uHTS; intestinal alkaline phosphatase [Mus musculus]; purified mouse IAP, CDP-Star luminescence, 30 min; inhibition, % at 10 µM; 0.2% of 330,000 active; AID 2806, 2010;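 active means inhibition of at least 40% at 10 µM in the primary screen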;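 further: plate controls were DMSO with enzyme for no effect and no enzyme wells for full effect; values of inactives mirror those of a sister screen read the other way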
TIM10 inh = growth inhibitors of isogenic TIM10 control yeast, primary screen, counter-screen for tim10-1 yeast inhibitor project, luminescence, uHTS; AID 463195, 2010; S. cerevisiae TIM10 strain growth, BacTiter-Glo luminescence, 24 h; 1.4% of 330,000 active; inhibition, % at 10 µM;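 active means inhibition of 40% or more at the single tested concentration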;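 further: wild-type TIM10 isogenic control strain grown at permissive 25 °C; 0% = DMSO yeast wells and 100% = minimal medium wells without yeast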
NLRP3 yeast inh = NALP3 inflammasome inhibitors in reconstituted yeast, primary screen, luminescence, uHTS | 0.39% of 330,000 active | inhibition, % at 10 µM | Yeast reconstituted NLRP3/ASC/caspase-1, beta-gal luminescence, 24 h;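 active means inhibition of 50% or more; inactive means inhibition below 50%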;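 further: plate controls were induced DMSO wells for no effect and uninduced yeast grown without galactose for full effect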
APOBEC3G inh = APOBEC3G DNA deaminase inhibitors, primary screen, biochemical, fluorescence, single-stranded DNA substrate, uHTS | DNA dC->dU-editing enzyme APOBEC-3G (Homo sapiens), Q9HC16 | recombinant A3G, ssDNA deamination FAM/TAMRA fluorescence | inhibition, % at 20 µM | 0.28% of 330,000 active | AID 493012, 2011;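 active means inhibition of at least 40% at 20 µM, with no more than 30% in the related APOBEC3A deaminase screen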;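 further: plate controls were DMSO wells with A3G for no effect and wells lacking A3G enzyme for full effect; some compounds called inactive have numbers as strong as hits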
Target sequence (Q9HC16 whole entry, looked up): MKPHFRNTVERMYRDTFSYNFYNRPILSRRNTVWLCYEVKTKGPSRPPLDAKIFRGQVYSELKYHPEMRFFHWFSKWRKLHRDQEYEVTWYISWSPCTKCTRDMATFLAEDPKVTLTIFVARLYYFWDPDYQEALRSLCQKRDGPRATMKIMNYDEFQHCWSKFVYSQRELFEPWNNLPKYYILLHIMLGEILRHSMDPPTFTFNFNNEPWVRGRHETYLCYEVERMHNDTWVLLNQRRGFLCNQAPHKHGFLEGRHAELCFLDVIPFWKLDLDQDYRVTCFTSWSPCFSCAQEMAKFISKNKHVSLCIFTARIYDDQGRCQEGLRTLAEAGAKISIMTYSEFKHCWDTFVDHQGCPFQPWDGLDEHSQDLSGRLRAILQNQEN
APOBEC3A inh = APOBEC3A ssDNA deaminase inhibitors, primary screen, selectivity assay for APOBEC3G inhibitor project, biochemical, FAM/TAMRA oligo cleavage fluorescence; recombinant A3A, FAM/TAMRA ssDNA deamination fluorescence; 0.41% of 330,000 active; inhibition, % at 20 µM; AID 493011, 2011; DNA dC->dU-editing enzyme APOBEC-3A (Homo sapiens), P31941;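 active means at least 40% inhibition at 20 µM here, with at most 30% in a related deaminase screen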;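 further: plate controls were A3A with DMSO for no effect and wells lacking A3A enzyme for full effect; some results filed as inactive read as strong as hits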
tim10-1 inh = growth inhibitors of tim10-1 mutant yeast, primary screen, luminescence, uHTS; AID 463190, 2010; 2.2% of 330,000 active; S. cerevisiae tim10-1 ts strain growth, BacTiter-Glo, 24 h; inhibition, % at 20 µM;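 active means inhibition of at least 40%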;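 further: mutant grown at 25 °C; 0% = DMSO wells with yeast and 100% = wells holding no yeast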
mIAP act = activators of mouse IAP, primary screen, biochemical, luminescence, uHTS; muIAP, CDP-Star luminescence, 30 min; hits give high values; 1 = vehicle-only enzyme signal, 0 = enzyme-free wells; activation factor at 10 µM; 0.24% of 330,000 active; AID 2805, 2010;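 active means activation factor of at least 2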; further: the source names both 10 and 20 µM as test concentration; values of inactives mirror those of a sister screen read the other way
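also added = chemiluminescent substrate CDP-Star | test system = mouse IAP enzyme | signal = chemiluminescence readout | compound = DMSO-dissolved test compounds | incubation = 30 min at room temperature | benchmarks = DMSO wells, no-enzyme wells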
hIAP inh = human IAP inhibitors, primary screen, biochemical, luminescence, uHTS; Intestinal-type alkaline phosphatase (Homo sapiens), P09923; purified IAP, CDP-Star luminescence, 30 min; inhibition, % at 10 µM; 0.12% of 330,000 active; AID 2544, 2010;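 active means inhibition reaching a set limit with compound at 10 µM in the primary screen, cut at about 35% in these data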;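 further: plate controls were DMSO wells with enzyme for no effect and no-enzyme buffer wells for full effect; values of inactives mirror those of a sister screen read the other way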
Target sequence (P09923 whole entry, looked up): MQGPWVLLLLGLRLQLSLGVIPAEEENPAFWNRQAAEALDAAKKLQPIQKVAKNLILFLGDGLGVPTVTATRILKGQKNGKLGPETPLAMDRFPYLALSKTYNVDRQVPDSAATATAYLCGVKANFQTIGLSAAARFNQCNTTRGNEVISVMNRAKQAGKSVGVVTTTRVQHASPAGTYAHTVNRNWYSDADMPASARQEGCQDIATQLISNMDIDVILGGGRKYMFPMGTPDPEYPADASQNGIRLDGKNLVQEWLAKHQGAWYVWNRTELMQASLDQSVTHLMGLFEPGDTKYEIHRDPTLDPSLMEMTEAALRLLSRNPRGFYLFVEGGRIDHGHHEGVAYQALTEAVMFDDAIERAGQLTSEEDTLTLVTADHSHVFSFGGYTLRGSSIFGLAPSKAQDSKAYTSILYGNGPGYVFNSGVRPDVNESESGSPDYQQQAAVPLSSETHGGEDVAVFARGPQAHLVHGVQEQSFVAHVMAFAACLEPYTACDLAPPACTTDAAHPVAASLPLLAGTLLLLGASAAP
beta cell repl = inducers of MIN6 beta-cell proliferation, primary screen, ATP luminescence, uHTS. MIN6 cells proliferation, ATPlite luminescence, 48 h; cells starved in 0.2% serum; 100% = growth in 10% serum. proliferation, % at 10 µM. 0.29% of 330,000 active. AID 2380, 2010;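 active means compounds whose signal lies at least 3.5 SD above the mean of all wells on their plate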;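 further: 0% = DMSO-treated cells in low-serum medium and 100% = 10% serum control; some compounds called inactive have numbers as strong as hits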
* = called active by the depositor.

nr	compound	mIAP block	TIM10 inh	NLRP3 yeast inh	APOBEC3G inh	APOBEC3A inh
1	CCC(C(=O)NC(C)(C)C)N(Cc1ccco1)C(=O)Cn1nnc(-c2ccc(F)cc2)n1 (stereo not drawn)	-11	23	3	-8	-3
2	COc1cccc(NC(=O)COC(=O)c2ccccc2C(=O)N(C)c2ccccc2)c1	1	20	10	-6	-2
3	O=C(NC1CCCC1)C(c1ccccc1)N(Cc1ccc2c(c1)OCO2)C(=O)Cc1cccs1 (stereo not drawn)	-16	1	15	-1	7
4	CCC(C)(C)NC(=O)CN(C(=O)c1ccc(N2CCCC2)nc1)c1ccc(F)cc1	4	12	10	-5	-3
5	CC(=O)CSc1nnc(CSc2ncccn2)n1C1CCCCC1	4	3	10	-9	-2
6	CC(CCc1ccccc1)N1CCN(C)CC1 (stereo not drawn)	0	-2	1	-1	-2
7	CC(=O)c1ccc(N2CCN(C(=O)c3ccc(NC4=NC5CS(=O)(=O)CC5S4)cc3)CC2)cc1 (stereo not drawn)	-6	-2	11	-8	-6
8	NC(=O)CC(NSc1ccccc1[N+](=O)[O-])C(=O)O (stereo not drawn)	6	19	-5	8	1

nr	tim10-1 inh	mIAP act	hIAP inh	beta cell repl
1	25	1.1	-7	-3
2	24	0.99	6	6
3	23	1.2	10	-1
4	23	0.96	-16	0
5	26	0.96	9	-3
6	6	1	-14	1
7	8	1.1	18	1
8	38	0.94	-6	-6

Other entries.
nr	compound	mIAP block	TIM10 inh	NLRP3 yeast inh	APOBEC3G inh	APOBEC3A inh
9	Cc1ccc(Cn2c(CCCO)nc3ccccc32)cc1	-2	-4	19	-7	-5
10	CN(C)c1ccc(C(=S)N2CCN(C(=S)Nc3ccc(Cl)cc3)CC2)cc1	10	-11	5	-4	-5
11	Cc1cccc(N(C)S(=O)(=O)c2ccc3[nH]cc(C(=O)N4CCOCC4)c(=O)c3c2)c1	-2	6	10	-6	-3
12	COC(=O)c1ccccc1NC(=O)CN1C(=O)C2CCCN2c2ncc(Cl)cc21 (stereo not drawn)	13	-2	8	-6	1
13	COc1ccc(NC(=O)C2(c3ccc(NC(=O)c4ccc(OC)c(OC)c4)cc3)CCCC2)cc1	6	19	14	-3	-2
14	Cc1cccc(OCC(=O)Nc2ccccc2N2CCN(C(=O)C(C)C)CC2)c1C	5	30	6	-2	1
15	COc1cccc(C(=O)NCC(=O)OCC(=O)Nc2ncc(Cl)cc2Cl)c1	1	-1	-3	4	14
16	Cc1cc(C)c2oc(C(=O)N(Cc3cccs3)C3CCS(=O)(=O)C3)cc(=O)c2c1 (stereo not drawn)	-3	14	3	-1	1

nr	tim10-1 inh	mIAP act	hIAP inh	beta cell repl
9	-1	1	-1	2
10	5	0.9	-18	-3
11	-5	1	-7	0
12	-4	0.87	2	-5
13	10	0.94	-4	-4
14	48*	0.95	-11	-6
15	9	0.99	13	0
16	9	1	-6	-2

New compounds follow
nr	compound	mIAP block	TIM10 inh	NLRP3 yeast inh	APOBEC3G inh	APOBEC3A inh
17	CSc1cc(C)n(-c2ccc(Cl)cc2)c(=S)c1C(C)=O	-1	6	10	-2	0
18	CC(NC(=O)C1CCN(S(=O)(=O)c2ccc3c(c2)NC(=O)CO3)CC1)c1ccccc1 (stereo not drawn)	-6	-3	7	1	1
19	C[C@@H]1CN([C@H](C)CO)C(=O)Cc2cc(NC(=O)Cn3cnnn3)ccc2O[C@@H]1CN(C)Cc1ccc(Cl)c(Cl)c1	-7	-4	14	-6	-1
20	CCOC(=O)C1CCCN(C(=O)c2cc(=O)c3ccccc3o2)C1 (stereo not drawn)	-8	24	11	-5	2
21	CCN(CC)c1ccc(NC(=O)c2cccc(OC)c2)c(C)c1	2	17	19	-5	-4
22	Cn1c(NC(=O)c2ccccc2)cc(=O)n(C)c1=O	-10	14	5	-10	0
23	COCCn1c(=N)c(C(=O)NCCc2ccc(OC)cc2)cc2c(=O)n3cccc(C)c3nc21	4	12	22	0	0
24	CC(=O)Nc1ccc(C(=O)N/N=C/c2ccccc2OCc2ccccc2)cc1	4	18	21	-8	-2

nr	tim10-1 inh	mIAP act	hIAP inh	beta cell repl
17	11	1	-30	1
18	-5	1.1	-2	2
19	12	1.1	2	-2
20	8	1.1	-14	1
21	9	0.98	9	1
22	-21	1.1	6	-2
23	14	0.96	6	-2
24	-6	0.96	5	-2

The listing continues:
nr	compound	mIAP block	TIM10 inh	NLRP3 yeast inh	APOBEC3G inh	APOBEC3A inh
25	Cc1cccc(NC(=O)CN(C)C(=O)C2CCCC2)c1C	-9	6	-3	-3	-4
26	Cc1ccnc(NC(=O)c2cccc(S(=O)(=O)N3CCOCC3)c2)c1	8	10	1	-9	-5
27	CCOc1ccc(/C=N/NC(=S)NC2CC3C=CC2C3)cc1 (stereo not drawn)	14	20	0	-5	-3
28	CCOC(=O)c1c(NC2OC(=O)c3c2ccc(OC)c3OC)sc(C(=O)OC(C)(C)C)c1C (stereo not drawn)	6	17	16	-2	-1
29	CC(C)NC(=O)/C=C/C(=O)O	3	8	8	-5	0
30	COc1ccc(N2C(=O)CC(NCC#N)C2=O)cc1 (stereo not drawn)	0	1	3	-10	-4
31	O=C(NCCO)C(=O)NCC1OCCCN1S(=O)(=O)c1ccc2c(c1)OCCO2 (stereo not drawn)	6	0	0	-10	-3
32	CC(OC(=O)CC(C)c1ccccc1)C(=O)Nc1ccc(Cl)cn1 (stereo not drawn)	7	7	32	-5	0

nr	tim10-1 inh	mIAP act	hIAP inh	beta cell repl
25	3	1.1	-12	1
26	13	0.92	4	-2
27	14	0.86	-1	-4
28	5	0.94	-6	2
29	8	0.97	2	-4
30	4	1	8	2
31	7	0.94	-14	-2
32	26	0.93	-11	-2

Sorted by molar mass (falling): part of the list above
nr	compound	mIAP block	TIM10 inh	NLRP3 yeast inh	APOBEC3G inh	APOBEC3A inh
19	C[C@@H]1CN([C@H](C)CO)C(=O)Cc2cc(NC(=O)Cn3cnnn3)ccc2O[C@@H]1CN(C)Cc1ccc(Cl)c(Cl)c1	-7	-4	14	-6	-1
28	CCOC(=O)c1c(NC2OC(=O)c3c2ccc(OC)c3OC)sc(C(=O)OC(C)(C)C)c1C (stereo not drawn)	6	17	16	-2	-1
23	COCCn1c(=N)c(C(=O)NCCc2ccc(OC)cc2)cc2c(=O)n3cccc(C)c3nc21	4	12	22	0	0
18	CC(NC(=O)C1CCN(S(=O)(=O)c2ccc3c(c2)NC(=O)CO3)CC1)c1ccccc1 (stereo not drawn)	-6	-3	7	1	1
31	O=C(NCCO)C(=O)NCC1OCCCN1S(=O)(=O)c1ccc2c(c1)OCCO2 (stereo not drawn)	6	0	0	-10	-3
24	CC(=O)Nc1ccc(C(=O)N/N=C/c2ccccc2OCc2ccccc2)cc1	4	18	21	-8	-2
26	Cc1ccnc(NC(=O)c2cccc(S(=O)(=O)N3CCOCC3)c2)c1	8	10	1	-9	-5
32	CC(OC(=O)CC(C)c1ccccc1)C(=O)Nc1ccc(Cl)cn1 (stereo not drawn)	7	7	32	-5	0
17	CSc1cc(C)n(-c2ccc(Cl)cc2)c(=S)c1C(C)=O	-1	6	10	-2	0
27	CCOc1ccc(/C=N/NC(=S)NC2CC3C=CC2C3)cc1 (stereo not drawn)	14	20	0	-5	-3

nr	tim10-1 inh	mIAP act	hIAP inh	beta cell repl
19	12	1.1	2	-2
28	5	0.94	-6	2
23	14	0.96	6	-2
18	-5	1.1	-2	2
31	7	0.94	-14	-2
24	-6	0.96	5	-2
26	13	0.92	4	-2
32	26	0.93	-11	-2
17	11	1	-30	1
27	14	0.86	-1	-4

nr	compound	mIAP block	TIM10 inh	NLRP3 yeast inh	APOBEC3G inh	APOBEC3A inh
25	Cc1cccc(NC(=O)CN(C)C(=O)C2CCCC2)c1C	-9	6	-3	-3	-4
30	COc1ccc(N2C(=O)CC(NCC#N)C2=O)cc1 (stereo not drawn)	0	1	3	-10	-4
29	CC(C)NC(=O)/C=C/C(=O)O	3	8	8	-5	0

nr	tim10-1 inh	mIAP act	hIAP inh	beta cell repl
25	3	1.1	-12	1
30	4	1	8	2
29	8	0.97	2	-4

Following part:
nr	compound	mIAP block	TIM10 inh	NLRP3 yeast inh	APOBEC3G inh	APOBEC3A inh
33	COc1ccc(C(=O)/C=C/c2ccccc2C(F)(F)F)cc1	6	12	18	4	3
34	Cc1c2cccn2cc[n+]1C	-12	18	24	21	42*
35	CCC(CC)c1nnc(NC(=O)c2ccc(S(=O)(=O)N3CCc4ccccc4C3)cc2)s1	6	1	2	-1	0
36	Cc1cc(C)c(S(=O)(=O)c2ccc(Cl)cc2)c(Cl)n1	-1	-10	21	0	3
37	CCOc1cc(/C=N/N=C(\N)c2nonc2N)cc(Br)c1OCc1cccc2ccccc12	-2	-7	3	0	3
38	O=C(Nc1ccccc1C(=O)N1CCOCC1)c1ccc(CSc2ccccc2)cc1	1	10	17	-6	1
39	Oc1ccc(/C(Cc2ccc3ccccc3n2)=N\Nc2ccccc2)c(O)c1	16	16	19	-12	-3
40	CC(CCc1ccccc1)NS(=O)(=O)c1ccc(Cl)c(C(=O)O)c1 (stereo not drawn)	8	11	7	-1	3

nr	tim10-1 inh	mIAP act	hIAP inh	beta cell repl
33	24	0.94	-1	-4
34	2	1.1	-14	0
35	11	0.94	-2	0
36	22	1	-6	-2
37	14	1	-12	-6
38	10	0.99	-7	-2
39	22	0.84	10	-6
40	12	0.92	4	-2

The listing continues:
nr	compound	mIAP block	TIM10 inh	NLRP3 yeast inh	APOBEC3G inh	APOBEC3A inh
41	COc1cc(SC)ccc1C(=O)OCC(=O)NC1CCCCC1	7	-12	20	0	6
42	C[C@H](NC(=O)c1ccccc1)C(=O)OCC(=O)Nc1ccc2c(c1)OCO2	-11	5	4	0	-3
43	O=C(CSc1nc(O)c(Cc2ccccc2)c(=O)[nH]1)Nc1nc2c(s1)CCCC2	2	0	10	-8	-3
44	CCN1CCC(=NNC(=O)CC23CC4CC(CC(C4)C2)C3)CC1	-11	0	10	1	4
45	CCCCOc1ccc(CNC(=O)NS(=O)(=O)c2ccc(OCC(C)C)cc2)cc1	8	8	11	1	0
46	O=C(CN1C2CCCC1CC(NC(=O)c1ccccc1)C2)Nc1nccs1 (stereo not drawn)	3	-2	11	-3	-1

nr	tim10-1 inh	mIAP act	hIAP inh	beta cell repl
41	-7	0.93	-1	-4
42	27	1.1	-14	-5
43	3	0.98	-15	0
44	21	1.1	-2	0
45	8	0.92	12	3
46	16	0.97	-6	-4
